Assay outcomes: PubChem, National Center for Advancing Translational Sciences (NCATS)
APEX1 inh – APE1 (human) endonuclease inhibition. recombinant APE1, TAMRA/BHQ-2 abasic DNA cleavage fluorescence. Potency, µM (highest dose often 65.8 µM), without a hit: at the highest dose activity change, negative = inhibition, usual class: inhibitors. 0.35% of 350,000 active. AID 2517;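 further: plate controls were vehicle for no effect and reference inhibitor for full effect; nearly all actives have a fitted effect of over 55% in size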
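Step 1: APE1 (0.75 nM) with compound, 15 min RT. Step 2: add 50 nM fluorophore/quencher THF duplex. Step 3: three fluorescence reads 60 s apart (525/598 nm); read 3 minus read 1 = reaction progress.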
G9a block – G9a (human) methyltransferase inhibition; Potency, µM (doses to about 102 µM), without a hit: at the highest dose activity, negative = inhibition, usual class: inhibitors; Q96KQ7; 8.8% of 350,000 active; G9a H3K9 monomethylation, AlphaScreen, 2 h; further: on the % scale 0 is the no-effect control and ±100 the full control effect; nearly all actives have a fitted effect of over 75% in size
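AlphaScreen detection with an anti-monomethyl H3K9 antibody quantified product after a 2 h room-temperature reaction containing 500 nM biotinylated H3K9 peptide, 20 µM SAM and 20 nM enzyme, which had been preincubated 15 min with compound.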
BLM inh – Bloom syndrome helicase (human) inhibition | P54132 | recombinant BLM DNA unwinding, fluorescence dequenching | Potency, µM (top dose mostly 56.1 µM), for inactives: top-dose activity change, negative = inhibition, most hits filed as inhibitors | 0.2% of 350,000 active;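 further: plate controls were vehicle for no effect and no enzyme for full effect; nearly all actives have a fitted effect of over 35% in size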
POLH inh – DNA polymerase eta (human) inhibition | Q9Y253 | recombinant Pol eta, fluorescent DNA replication assay | Potency, µM (highest dose often 114 µM), inactives show at the highest dose activity change, negative = inhibition, actives largely listed as inhibitors | 1.2% of 390,000 active; further: on the % scale 0 is the no-effect control and ±100 the full control effect
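Fluorescent replication assay: 50 nM final substrate added after a 15 min room-temperature compound preincubation with 10 nM enzyme. Signal taken at 0 min and again at 10 min.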
JMJD2A Tudor inh – inhibitors of human JMJD2A Tudor domain | O75164 | AlphaScreen JMJD2A-Tudor / H3K4me3 peptide binding | Potency, µM (titrated, usually from 114 µM), for inactives: at the highest dose activity change, negative = inhibition, actives largely listed as inhibitors | 4.4% of 390,000 active | AID 504339; further: on the % scale 0 is the no-effect control and ±100 the full control effect; nearly all actives have a fitted effect of over 50% in size
Pol iota inh – inhibitors of human DNA polymerase iota. Pol iota fluorescent replication assay, 10 min. Potency, µM (top dose mostly 115 µM), for inactives: at the highest dose activity, negative = inhibition, actives largely listed as inhibitors. 1% of 390,000 active
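Pol iota at 10 nM preincubated 15 min with compounds at room temperature; reaction started with fluorescent substrate, 50 nM final. Fluorescence read kinetically at 0 and 10 min; buffer-only wells as negative control.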
BAZ2B block – inhibitors of human BAZ2B bromodomain; Q9UIF8; AlphaScreen BAZ2B-H3K14Ac peptide displacement; Potency, µM (top dose mostly 114 µM), without a hit: at the top dose activity change, negative = inhibition, actives largely listed as inhibitors; 4.4% of 360,000 active; AID 504333; further: on the % scale 0 is the no-effect control and ±100 the full control effect; nearly all actives have a fitted effect of over 60% in size
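Inhibition is scored as reduced AlphaScreen emission. The BAZ2B/b-H3(5-23)K14Ac complex (50 nM each) in PBS pH 7.4, 0.01% Tween-20 meets compound (up to 110 uM) for 30 min at RT before bead addition.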
POLK inh – DNA polymerase kappa (human) inhibition; purified Pol kappa, fluorescent DNA synthesis assay, 10 min; Q9UBT6; 0.53% of 400,000 active; AID 588579; Potency, µM (titrated, usually from 107 µM), for the others: at the top dose activity, negative = inhibition, hits mostly inhibitors; further: on the % scale 0 is the no-effect control and ±100 the full control effect
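First, compounds were pin-transferred onto 10 nM Pol kappa. After 15 min at room temperature, substrate was added to 50 nM final. Fluorescence was then measured kinetically at 0 and 10 min.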
POLB inh – blocks human DNA polymerase beta activity. P06746. Pol beta primer extension/strand displacement, fluorescence kinetic. Potency, µM (doses to about 114 µM), for the others: at the highest dose activity change, negative = inhibition, actives largely listed as inhibitors. 1.3% of 340,000 active. AID 485314; further: on the % scale 0 is the no-effect control and ±100 the full control effect
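Preincubation: enzyme (10 nM) with compound, 15 min, RT. Reaction: substrate added to 50 nM final. Reads: 0 and 10 min. Analysis: normalized, Hill fit.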
Numbers without * were called inactive; ? = inconclusive; · = no result given; & = joins results of further samples; [ ] = dose if it differs, or a comment. The call rests on the fitted dose curve; in most records, active means well fitted curve in the direction sought with a large enough effect; inconclusive means small, poorly fitted or top-dose-only effect, or another doubt; inactive means no such curve, though single readings can be large; an effect the other way counts as inactive or inconclusive. Potency means the concentration at half of the fitted maximal effect. An excerpt. The share of hits here may be higher or lower than overall.

SMILES | APEX1 inh | G9a block | BLM inh | POLH inh | JMJD2A Tudor inh | Pol iota inh | BAZ2B block | POLK inh | POLB inh
O=C(CSc1nnc(-c2ccco2)n1CC1CCCO1)NC1CCCC1 (stereo not given) | -3.2% | 10.0%[59 µM] | -0.1% | -1.6% | -16.0% | 16.1% | -3.4% | -7.3% | 0.2%
CCOc1cc(C(C#N)N2CCOCC2)ccc1OC (stereo not given) | -0.6% | 3.1%[59 µM] | -0.3% | -4.5% | -10.3% | 0.7% | -5.9% | -6.2% | 1.5%
O/N=C/CCn1c(=S)sc2ccccc21 | 16.1% | ? | -3.9% | 0.6% | -30.8% | -27.0% | 6.4% | -4.6% | 16.9%
C=C(C)CSc1ncc(-c2cccc(C(F)(F)F)c2)cn1 | 1.4% | 231.0%[activator] | -5.3% | -15.0% | 163.5%[activator] | -5.8% | 113.9%[activator] | -6.2% | 5.6%
Cc1noc(C)c1-c1nc(CS(=O)(=O)c2ccccc2)no1 | -1.5% | 16.5% | -0.8% | -17.5% | -6.2% | 63.4%[activator] | -2.5% | -4.1% | 0.7%
CC1=CCC2C(=O)N(c3cccc(C(=O)NC(C)c4ccccc4)c3)C(=O)C2C1 (stereo not given) | -2.3% | 1.1% | -5.9% | ? | -25.1% | 42.7%[activator] | ? | -17.9% | 39.8µM*
COc1ccc(NC(=O)Nc2ccc3c(c2)C(=O)N([C@@H](C)CO)C[C@@H](C)[C@@H](CN(C)S(=O)(=O)c2cccs2)O3)cc1 | 3.7% | · | · | -17.1% | -34.0% | ? | · | 4.0% | ·
CCOc1ccccc1NC(=O)c1ccc2oc(=O)c(S(=O)(=O)c3ccc(F)cc3)cc2c1 | · | -18.1%[59 µM] | -3.0% | 3.7% | -19.2% | -10.8% | -17.0% | 2.4% | 20.7%
COC(=O)C[C@H]1c2cc(C(F)(F)F)ccc2S(=O)(=O)N1c1ccc(N(C)C)cc1 | · | · | · | -10.8% | ? | 27.6%&48.9% | · | -12.0%&-5.6% | ·
c1ccc(-n2cnnc2SCc2cn3ccsc3n2)cc1 | 2.1% | ? | 0.8% | -12.2% | -9.8% | 27.4% | -24.9% | -4.5% | 1.4%
Cc1cc(C(=O)N/N=C/c2cn[nH]c2-c2ccccc2)cs1 | ? | 3.9% | 3.5% | -12.1% | -9.9% | -13.5% | ? | -0.5% | 26.6%
CCCn1c(=O)c2ccccc2n2c(SCC(=O)N3CCc4ccccc4C3)nnc12 | -2.7% | 24.5% | 3.7% | -14.7% | -15.4% | 12.2% | 0.2% | 3.8% | 0.1%
COc1ccc(SCCN2CC[C@@H](C)CCC2=O)cc1 | 4.5% | -9.8%[2.33 µM] | · | -21.2% | -12.9% | 47.4%&18.6%[activator] | 11.0% | -2.3%&-7.1% | ·
Cc1cccc(C)c1OCC(=O)Nc1nonc1-c1ccc(Br)cc1 | · | -28.8%[59 µM] | -3.4% | · | -14.6% | 22.0% | 0.0% | -7.5% | -5.4%
O=C(CCN1C(=O)c2ccccc2C1=O)NNC(=O)c1ccc(Cl)cc1Cl | 2.7% | 2.4%[59 µM] | 1.3% | -7.8% | -22.8% | 0.5% | 5.6% | -5.5% | 0.0%
CCCc1cc(C(=O)Nc2c(C)nn(Cc3ccc(Cl)c(Cl)c3)c2C)no1 | · | 2.8%[59 µM] | -9.0% | -23.3% | -4.8% | 5.6% | 5.2% | -9.7% | 2.7%
O=C(O)c1ccc(/C=N/Nc2nc3ccccc3[nH]2)cc1 | 7.2% | · | 3.1% | -4.2% | -23.2% | -17.3% | ? | -2.8% | -10.2%
CCCS(=O)(=O)c1ccc(COC(=O)Cc2ccc([N+](=O)[O-])cc2)cc1 | 2.2% | 1.9%[0.501 µM] | -0.4% | -20.1% | -11.4% | 25.5% | 5.2% | 6.5% | 17.2%
COc1ccccc1S(=O)(=O)Cc1ccc(C(=O)NCCN2CCCCCC2)o1 | -3.0% | 50.1µM* | 2.7% | -5.4% | -26.1% | -26.0% | 5.6% | 14.6% | -18.6%
Cc1cc(C)cc(N(C(=O)c2csnn2)C(C(=O)NC(C)(C)C)c2ccncc2)c1 (stereo not given) | -2.4% | · | 5.2% | -12.3% | 0.7% | 31.3% | ? | 5.5% | 6.1%
Cc1ccn(C(C)CC(=O)Nc2ccc(-c3ccno3)cc2)n1 (stereo not given) | 71.0%[activator] | 40.5%[activator] | 1.3% | -11.2% | -7.6% | -12.5% | 15.1% | -4.5% | 15.5%
COC(=O)c1c(-c2ccccc2OC)sc2ccccc12 | 3.2% | -4.0%[0.501 µM] | · | -20.1% | 78.2%[activator] | 12.3% | 86.3%[activator] | -4.3% | ·
CC1CN(S(=O)(=O)c2csc(C(=O)Nc3ccccc3)c2)CC(C)O1 (stereo not given) | -26.8% | 13.3% | -1.9% | -21.8% | -16.1% | 2.9% | -6.2% | -12.6% | -2.2%
COc1ccc(C)cc1NC(=O)CCCN1C(=O)CCC1=O | 9.2% | ? | -2.1% | -3.5% | -7.3% | -10.0% | -0.9% | -16.9% | -24.1%
CC(NC(=O)CN(C)CC(=O)Nc1ccc(Cl)c(C(F)(F)F)c1)c1ccccc1 (stereo not given) | 8.8% | -3.3% | · | -20.3% | -25.0% | 6.1% | 0.0% | -14.7% | ·
O=C(c1ccc(-n2cccn2)cc1)N1CCc2ccccc2C1 | 2.1% | 6.7% | -3.4% | -1.5% | -9.5% | 32.7%[activator] | -0.2% | -2.9% | -0.7%
Cc1ccc(S(=O)(=O)NC(C)(C)CSc2ccccn2)cc1 | -0.6% | ? | -2.8% | -8.5% | ? | 4.5% | ? | -6.8% | 26.8%
CCOc1ccccc1C=NN=Cc1ccccc1O | · | · | · | -14.0% | 78.5%[activator] | 17.9% | · | -8.6% | ·
Cc1ccc(C)c(N2CC(O)(c3cccs3)[N+]3=C2CCCC3)c1 (stereo not given) | -5.7% | -14.6% | -9.8% | -17.1% | 2.1% | 47.3%[activator] | -15.8% | 2.5% | -1.2%
CCOC(=O)C1=C(O)C(=O)N(Cc2cccnc2)C1c1ccc(C)cc1 (stereo not given) | 2.9% | 36.3%[activator][12.7 µM] | -8.4% | -13.0% | -10.7% | 41.9%[activator] | -27.7% | -1.6% | -13.8%

Two compounds from above with just Pol iota inh.
SMILES | Pol iota inh
CCCc1cc(C(=O)Nc2c(C)nn(Cc3ccc(Cl)c(Cl)c3)c2C)no1 | 5.6%
O=C(c1ccc(-n2cccn2)cc1)N1CCc2ccccc2C1 | 32.7%[activator]

Further structures
SMILES | APEX1 inh | G9a block | BLM inh | POLH inh | JMJD2A Tudor inh | Pol iota inh | BAZ2B block | POLK inh | POLB inh
COc1ccc(CCC(=O)NC2=NCCS2)cc1OC | -3.2% | -8.3%[59 µM] | -5.7% | -7.3% | ? | ? | -3.3% | 5.5% | 19.6%
COc1ccc2c(c1)CCCN2C(N)=O | 1.6% | 3.7%[12.7 µM] | -2.5% | -7.7% | -8.7% | 5.2% | -11.7% | -14.6% | 3.3%
CC(=O)C1=C(C)Nc2ncnn2C1c1ccccc1OCc1ccccc1 (stereo not given) | -3.7% | -47.0%[59 µM] | -0.9% | -18.4% | 8.6% | -6.8% | -30.9% | -0.6% | ?
COc1ccccc1CNC(=O)C/C(C)=N/NC(=O)Cc1ccc(Cl)cc1 | 39.5% | 21.5% | -0.8% | -14.8% | -7.4% | 93.2%[activator] | 1.1% | -9.5% | 76.6%
CCOc1cc(C(=O)Nc2cc3c(cc2N2CCCC2)n(C)c(=O)c(=O)n3C)cc(OCC)c1OCC | · | 10µM* | -5.2% | 5.3% | -21.9% | -22.6% | -20.8% | -33.3% | -1.6%
CN1C(=O)c2cccc3c(Br)ccc(c23)C1=O | · | · | · | -11.9% | -22.2% | 133.0%[activator] | · | -5.4% | ·
CS(=O)(=O)N1CCC(C(=O)NCCC2=CCCCC2)CC1 | 9.1% | -37.1%[12.7 µM] | 0.1% | -2.7% | -0.6% | -16.7% | -2.3% | -8.9% | 4.0%
O=C(Nc1ccnn1C1CCN(C2CCOCC2)CC1)c1cccc(F)c1 | 33.3% | 42.7% | 1.1% | 8.5% | -2.8% | 21.2% | -8.4% | 5.3% | 26.3%
C=CCNc1nc(Nc2ccc([N+](=O)[O-])cc2)nc(OC)n1 | -2.1% | 0.2% | -16.4% | -8.0% | -9.0% | 11.6% | 5.1% | 7.1% | 6.7%
Oc1ccc(NC(=S)Nc2ccc(F)cc2)cc1 | 26.4% | 6.0%[59 µM] | -8.3% | -9.8% | -7.3% | 8.3% | -18.0% | 7.0% | -1.4%
Cc1ccc2[nH]c(=O)c(CN(CCN3CCOCC3)C(=O)Nc3ccccc3F)cc2c1 | 4.1% | 14.6%[59 µM] | 3.4% | -1.6% | -22.4% | 11.2% | -6.1% | -16.6% | 2.9%
Cn1c(=O)c2c(nc(CN3CCN(C(=O)c4ccco4)CC3)n2Cc2cccc(Cl)c2)n(C)c1=O | 0.8% | ? | -0.1% | -15.0% | -9.0% | -4.3% | · | -5.7% | 1.6%
CN(C)Cc1c(C#N)c2ccccc2n1C | -5.4% | ? | -1.0% | -11.7% | -15.2% | -7.4%[58.9 µM] | -2.8% | -18.2% | 15.2%
CC(C)(C)NC(=O)CN(Cc1cccs1)C(=O)C1COc2ccccc2O1 (stereo not given) | 0.5% | 43.8%[0.501 µM] | -0.7% | -12.4% | -2.7% | 13.9% | 4.2%[57.1 µM] | -5.0% | 0.2%
Cc1cc(C(=O)CN2c3cccc4cccc(c34)S2(=O)=O)c(C)n1C | 0.1% | ? | · | ? | -31.9% | ? | -36.4% | ? | ·
COc1cc(C(=O)Nc2nnc(C(C)(C)C)s2)c([N+](=O)[O-])cc1OC | -2.9% | 10µM* | 1.8% | -19.4% | -7.4%[57.1 µM] | 4.1% | -2.3% | -9.1% | -10.2%
CC(/C=N/NC(=O)c1nnn(-c2nonc2N)c1C)=C\c1ccccc1 | 45.6%[activator] | 12.6% | -6.9% | -2.9% | -13.7% | 128.8%[activator] | 2.7% | -6.2% | -2.7%
O=C(c1ccccc1Cl)N1CCN(S(=O)(=O)c2cccs2)CC1 | 22.4% | 24.2% | -5.6% | -11.7% | -6.6% | 4.0% | -9.8% | -12.4% | 3.7%
